Screening results (PubChem BioAssay)
inhibitors of VEEV = inhibitors of VEEV TC-83 cytopathic effect, confirmation, Vero cells (AID 588727); Vero cells, VEEV TC-83 cytopathic effect inhibition; higher % means a stronger effect; inhibition, % at 20 µM; hits with a dose series show IC50 in µM; actives 0.13% (n = 350,000); in the data active = a potency from the dose series; inconclusive = inhibition mostly from about 14% at the one dose, without a potency; inactive = the rest, 99 in 100 with inhibition below about 12%; also: strong numbers were not always called active
H37Rv inhibition = M. tuberculosis growth inhibition, HTS (AID 449762); M. tuberculosis H37Rv growth inhibition, 7H9 media; higher % means a stronger effect; inhibition, % at 25 µM, or IC50 in µM where a hit was titrated; actives 0.59% (n = 330,000); in the data active = a potency from the dose series; inconclusive = inhibition above about 70% without an active follow-up result;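 also: bacterial growth assessed after seven days of incubation; strong numbers were not always called active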
H1N1 NS1A inhibition = NS1A inhibition, H1N1 influenza, cell based functional assay (AID 504329) | NS1A functional cell-based assay, percent inhibition; higher % means a stronger effect | one-dose inhibition, % at 12.5 µM; IC50 in µM for titrated hits | actives 0.3% (n = 340,000); in the data active = a potency from the dose series; inconclusive = inhibition above about 27% without an active follow-up result; also: strong numbers were not always called active
PhoP GFP inhibition = Inhibition of PhoP regulon, Salmonella typhi GFP reporter cells, confirmation, 4 h (AID 1850). Salmonella Typhi PhoP-promoter GFP reporter, fluorescence, 4 h; higher % means a stronger effect. inhibition, % at 50 µM, or IC50 in µM where a hit was titrated. actives 0.33% (n = 310,000); in the data active = a potency from the dose series; inconclusive = inhibition mostly from about 25% at the one dose, without a potency; inactive = the rest, 99 in 100 with inhibition below about 19%;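 also: 0% = induced wells with vehicle and 100% = uninduced wells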
M. tuberculosis = growth inhibition of non-replicating M. tuberculosis (AID 488890). Mycobacterium tuberculosis non-replicating, growth inhibition; higher % means a stronger effect. inhibition, % at 25 µM, or IC50 in µM where a hit was titrated. actives 0.39% (n = 320,000); in the data active = a potency from the dose series; inconclusive = inhibition mostly from about 82% at the one dose, without a potency; inactive = the rest, 99 in 100 with inhibition below about 76%;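 also: plate controls were DMSO cells for no effect and high antibiotic wells for full effect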
inhibitors of VEEV 10K pilot screen = recorded beside inhibitors of VEEV, whose call it bears; inhibition, %; measured here: 10K pilot screen inhibition
An asterisk follows results filed as active; i = inactive; u = inconclusive; x = no result given.

SMILES | inhibitors of VEEV | H37Rv inhibition | H1N1 NS1A inhibition | PhoP GFP inhibition | M. tuberculosis | others
COc1ccc(/C=N/Nc2ccccc2)cc1Cn1nc(C)c([N+](=O)[O-])c1C | 4.3% | 14.0% | 8.0% | -14.5% | 59.4%
O=C(Nc1ccc2ccccc2c1)C(=O)C1C(=O)Nc2ccccc21 (configuration not stated) | x | 22.0% | x | -0.1% | 49.3%
COc1ccc(CN(C(=O)c2cc(=O)c3ccccc3o2)C2CCS(=O)(=O)C2)cc1 (configuration not stated) | 1.9% | 6.4% | -2.9% | -1.2% | 2.0%
O=C(Nn1cnnc1)C1Cc2ccccc2CN1S(=O)(=O)c1ccc(F)cc1 (configuration not stated) | i | -14.4% | 3.8% | 0.2% | 11.0% | inhibitors of VEEV 10K pilot screen=0.5
O=C(COc1ccc2c(-c3ccccc3)cc(=O)oc2c1)NC(Cc1c[nH]c2ccccc12)C(=O)O (configuration not stated) | 7.9% | -2.9% | 1.9% | x | -3.0%
CN(CC(=O)NCc1ccc(Cl)cc1)S(=O)(=O)c1cccc2nsnc12 | 5.3% | -7.8% | 1.1% | -2.6% | 8.9%
COc1ccc(C(=O)Nc2ccnn2C2CCN(Cc3ccncc3)CC2)cc1 | 0.7% | 2.0% | -5.0% | 2.3% | 0.7%
CCCCn1c(=O)n(CC(=O)Nc2c(CC)cccc2CC)c(=O)c2c1nc(CO)n2CCC | 0.5% | -7.5% | -5.8% | 17.1% | -5.7%
COc1ccc(NC(=S)N/N=C2\CC(C)(C)Oc3ccc(O)cc32)cc1 | 0.2% | 11.3% | 4.0% | -2.2% | 54.4%
CCOc1ccc(NC(=O)CN(C)C(=O)C2CC(=O)N(CCc3ccc(OC)c(OC)c3)C2)cc1OCC (configuration not stated) | 5.3% | x | -5.3% | x | x
CC1(C)CC(=O)c2c(O)cc(OCC(=O)NCCc3ccc(S(N)(=O)=O)cc3)cc2O1 | 3.8% | -14.2% | 1.4% | -5.5% | 4.4%
C[C@@H]1COC(=O)[C@@H](CC(=O)OC(C)(C)C)C/C=C\C[C@@H](CC(=O)N[C@@H](CO)Cc2ccccc2)C(=O)N1 | 0.3% | 4.4% | 1.2% | x | 24.2%
Cn1c(=O)c2c(ncn2CC(=O)N/N=C/c2ccco2)n(C)c1=O | 1.8% | 0.7% | 3.0% | -7.8% | -17.6%
S=C(NCc1ccccn1)Nc1ccc(Cl)c(Cl)c1 | 5.1% | 1.1% | 1.3% | -7.2% | u
CNc1ccc(Br)cc(C(=O)/C=C/c2ccc(OC)cc2OC)c1=O | 1.1% | 1.2% | 7.2% | -3.5% | 20.5% | inhibitors of VEEV 10K pilot screen=7.0
COCCN(C(=O)C1CCN(C(=O)c2ccccc2C)CC1)c1c(N)n(CC(C)C)c(=O)[nH]c1=O | 0.0% | -7.6% | 6.9% | x | 5.0%
COC(=O)c1ccc(-c2ccc(F)cc2)nc1C | 0.2% | -9.3% | -5.9% | -2.4% | -5.6%
CCOC(=O)N1CCN(C(=S)NC(=O)c2cccc(OC)c2)CC1 | 0.5% | -0.3% | 13.7% | x | 33.9%
Nc1ccc(-c2nc3ccc(N)cc3s2)cc1 | 3.5% | -0.3% | 5.2% | 13.4% | 9.2%
C[C@@H](C(=O)OCn1nnc2ccccc2c1=O)N1C(=O)C2CCCCC2C1=O (some centres not stated) | 1.8% | 0.4% | -7.3% | 4.6% | -0.9%
O=C(O)c1cccc2c1C(=O)c1cc([N+](=O)[O-])ccc1-2 | 1.4% | x | -1.1% | x | x
CN(CC(=O)Nc1ccc(S(N)(=O)=O)cc1)Cc1ccccc1F | 0.6% | -8.5% | 2.5% | 16.8% | 12.7%
CCCCOC(=O)C(C#N)c1nc2ccccc2nc1N1CCOCC1 (configuration not stated) | 7.6% | -3.8% | 2.1% | -11.9% | 0.1%
COc1ccc(O)c(/C=N/NS(=O)(=O)c2ccc(C)cc2)c1 | i | 2.5% | -1.1% | -5.6% | 7.0%
Cc1cc(C)c(OCCN(C)Cc2ccccc2)c(Br)c1 | 0.1% | 5.1% | -1.0% | 9.7% | 4.1%
CC(=O)ON1C(C)(C)CC(OC(=O)c2ccccc2)CC1(C)C | i | 9.5% | 11.6% | 8.5% | -6.5%
COC(=O)CSC1=C(C#N)C(c2ccc(F)cc2)CC(=O)N1 (configuration not stated) | 0.7% | 0.2% | -9.8% | -11.3% | x
Cc1nnc(N2C(=O)C(O)=C(C(=O)c3ccco3)C2c2cccc3ccccc23)s1 (configuration not stated) | 1.7% | -9.1% | -1.8% | -1.6% | 42.7%
O=C1[C@@H]2CSCN2C(=O)CN1Cc1c(F)cccc1Cl | 0.1% | -3.2% | -8.3% | -10.9% | -11.6%
CCOC(=O)CSc1nc2ccccc2c(=O)n1C1CCCC1 | 0.5% | -5.8% | -3.4% | -7.9% | 28.6%
Cc1cccc(NC(=O)c2ccc(S(=O)(=O)C(F)F)cc2)c1C | 5.3% | -10.4% | -1.8% | 1.2% | 10.2%
Nc1cc(=O)nc(SCC(=O)N(C2CCCCC2)C2CCCCC2)n1-c1ccccc1 | 0.6% | 5.0% | -4.0% | -3.5% | 56.6%
Cc1ccc(NC(=O)c2ccc(S(=O)(=O)NCc3cccnc3)cc2)c(C)c1 | i | 12.8% | -13.6% | -1.5% | 17.6%
CCCCN(C)C1CCN(C(=S)Nc2ccc(OC)cc2)CC1 | 0.5% | -2.1% | 18.1% | 1.4% | -8.5%
CCc1ccccc1NC(=S)N(CCN1CCCCC1)Cc1ccco1 | i | 0.7% | 0.6% | -2.5% | 17.7%
Cc1nc2c3cc(F)ccc3n(Cc3ccccc3)c2s1 | 4.3% | 13.0% | 8.4% | -4.2% | 24.2%
CN(Cc1ccccc1)C(=O)c1ncn(C)c1C(=O)N(C)Cc1ccccc1 | 0.2% | -2.8% | -11.0% | x | 30.9%
O=C(Cn1ncc2c([nH]c3ccccc32)c1=O)N1CCN(c2ccccn2)CC1 | 0.7% | 8.6% | -0.1% | -8.4% | -11.9%
CCN(CC)S(=O)(=O)c1ccc(Cl)c(C(=O)Nc2nncs2)c1 | 1.5% | 2.2% | -9.1% | 0.3% | -15.7%
Cc1ccc(C(=O)NCC(=O)N2CCN(S(=O)(=O)c3cccs3)CC2)s1 | 0.7% | 2.4% | 1.4% | 2.9% | -5.9%
Cc1ccc2oc(-c3ccc(NC(=O)c4cccnc4)cc3)nc2c1 | 6.7% | 48.5% | 0.3% | 3.9% | 55.1%
O=C(O)C1CCCCC1C(=O)Nc1cccc2ccccc12 (configuration not stated) | 4.7% | 3.0% | -13.7% | 2.7% | -2.4%
O=[N+]([O-])c1ccc(S(=O)(=O)N2CCSC2c2ccco2)cc1 (configuration not stated) | i | -8.7% | 0.9% | 0.7% | 36.9%
CCN(CC)CCCNC(=O)c1ccc(OCC(=O)Nc2ccccc2C(F)(F)F)c(OC)c1 | 6.0% | -5.7% | -19.9% | -6.4% | 7.4%
CCOc1ccc(C(=O)NCC(=O)N2CCCC2)cc1 | 1.2% | 0.9% | -12.1% | 2.4% | -0.6%

A draw from above in order of number of heavy atoms, descending.
SMILES | inhibitors of VEEV | H37Rv inhibition | H1N1 NS1A inhibition | PhoP GFP inhibition | M. tuberculosis | others
Cc1nnc(N2C(=O)C(O)=C(C(=O)c3ccco3)C2c2cccc3ccccc23)s1 (configuration not stated) | 1.7% | -9.1% | -1.8% | -1.6% | 42.7%
COc1ccc(C(=O)Nc2ccnn2C2CCN(Cc3ccncc3)CC2)cc1 | 0.7% | 2.0% | -5.0% | 2.3% | 0.7%
CN(Cc1ccccc1)C(=O)c1ncn(C)c1C(=O)N(C)Cc1ccccc1 | 0.2% | -2.8% | -11.0% | x | 30.9%
CN(CC(=O)Nc1ccc(S(N)(=O)=O)cc1)Cc1ccccc1F | 0.6% | -8.5% | 2.5% | 16.8% | 12.7%

Following part
SMILES | inhibitors of VEEV | H37Rv inhibition | H1N1 NS1A inhibition | PhoP GFP inhibition | M. tuberculosis | others
O=S(=O)(c1ccc(Cl)cc1)N1CCCC1c1nc2ccccc2s1 (configuration not stated) | 3.5% | 10.4% | -4.9% | -11.1% | 21.3%
C=CCNC(=O)c1ccc(N(Cc2ccccc2)S(C)(=O)=O)cc1 | 0.1% | -10.1% | -3.7% | 5.0% | -7.0%
CCOc1ccccc1NC(=O)C1=C(C)NC(=O)NC1c1cccs1 (configuration not stated) | 2.5% | -4.8% | -18.1% | -0.5% | -10.3%
O=C(COc1ccc(Cl)cc1)NC1CN2CCC1CC2 (configuration not stated) | 0.6% | -2.2% | -2.5% | 8.6% | 1.0%
CCS(=O)(=O)N1CCN(Cc2c[nH]c3ccccc23)CC1 | 0.2% | -3.2% | 9.2% | 3.4% | -4.2%
CC(=O)c1ccc(N2CCN(C(=O)C3CCCN3S(=O)(=O)c3cccc4nsnc34)CC2)cc1 (configuration not stated) | 2.6% | 2.1% | 4.9% | 9.6% | 9.7%
Cc1cc(C)cc(OCCCCCNCCO)c1 | 3.3% | 1.2% | 21.3% | 4.3% | 18.3%
Cc1ccc(C(=O)COC(=O)CCC(=O)NC2CCCCC2)cc1[N+](=O)[O-] | i | -3.5% | 4.7% | -6.5% | -3.0%
CCOC(=O)c1ccc(NCc2ccc3c(c2)OCO3)cc1 | 2.7% | 16.1% | 16.8% | 0.3% | 77.8%
O=C(O)C(CO)N=Cc1c(O)c2ccccc2oc1=O (configuration not stated) | 7.7% | 1.1% | -3.8% | -3.7% | 16.9%
O=c1[nH]c(SCc2ccc([N+](=O)[O-])cc2)nc2[nH]ncc12 | 1.0% | 7.0% | -8.0% | -8.8% | 6.5% | inhibitors of VEEV 10K pilot screen=1.8
CCOc1ccc(CNc2nnnn2C)cc1OC | 0.5% | -2.8% | -8.1% | -3.7% | 0.9%
Cc1ccc2ncccc2c1[N+](=O)[O-] | 0.8% | 7.0% | -12.6% | -1.5% | -7.7%
Cc1cccc(NC(=O)Cn2nc(C(F)(F)F)cc2C2CC2)c1 | 3.1% | -4.6% | -1.2% | -10.9% | 11.3%
Cc1cnc(NC(=O)c2ccc(OCC3CCCO3)cc2)s1 (configuration not stated) | 3.0% | -0.8% | -2.2% | 3.3% | 22.3%
CN(C)c1ccc(C2Nc3ccccc3C(=O)N2NS(=O)(=O)c2ccccc2)cc1 (configuration not stated) | 0.2% | 1.8% | 3.7% | -20.6% | 16.3%
Cc1nonc1OCCN1CCN(c2ccc([N+](=O)[O-])cc2)CC1 | 0.3% | 9.0% | -20.6% | -4.0% | 12.1%
CNC(=O)CC1C(=O)N(c2ccc(F)cc2)C(=S)N1NC(=O)c1ccc(Br)cc1 (configuration not stated) | i | 7.5% | -9.6% | -6.6% | -1.1%
COc1ccc(S(=O)(=O)Nc2cccc(Cl)c2)cc1OC | i | 1.4% | 0.5% | 5.6% | -1.2%
CC(=O)Nc1ccc(NC(=O)COC(=O)Cc2c[nH]c3ccccc23)cc1 | 2.4% | 6.3% | -11.0% | 3.9% | 31.3%
CCc1ccc(-n2cc(-c3ccc([N+](=O)[O-])cc3)[nH]c2=S)cc1 | 0.1% | 9.3% | 6.5% | 8.3% | 8.3%
CCOC(=O)[C@H]1[C@H]2COc3ccc(Cl)cc3[C@@H]2N2C(=O)c3ccc(Cl)cc3NC(=O)[C@@]12C | 0.7% | 51.0% | 5.3% | 0.6% | -3.8%
C(=N\N1CCOCC1)/c1ccsc1 | 1.6% | -5.3% | 4.3% | -2.1% | -17.0%
CCCCSP1(=S)NCCCN1 | 1.3% | -11.0% | 3.2% | 13.3% | -4.8%
O=C(N/N=C/c1ccccn1)c1cccc(NC(=O)c2ccc(Cl)cc2)c1 | 3.5% | 20.2% | -7.4% | 5.8% | u
CCOc1ccc2[nH]c(=O)c(CN(CCO)C(=O)c3ccc(Br)cc3)cc2c1 | 1.2% | 0.7% | 3.3% | -9.7% | -10.4%
COc1cc(NCCCn2cnc3c(OCc4ccccc4)ncnc32)cc(OC)c1OC | 0.8% | x | -10.6% | x | x
COc1ccc(C(=O)NCCCCCCNC(=O)c2ccc(OC)cc2)cc1 | 0.0% | 12.7% | 19.6% | -3.3% | 6.7%
COc1ccc(-n2c(O)c(/C=N/Nc3nc(C)cc(C)n3)c3ccccc3c2=O)cc1OC | 5.0% | -0.2% | 8.8% | -3.9% | -4.9%
CC(C)=CCN1CCN(Cc2cnc(N3CCCC3)s2)CC1CCO (configuration not stated) | i | -1.6% | -3.8% | 1.5% | -7.7%
O=C(CS(=O)(=O)c1cn(CC(=O)N2CCOCC2)c2ccccc12)NCc1ccc(F)cc1 | 1.1% | 0.8% | -7.8% | -11.8% | -16.9%

Random draw from the library; about 1.4% have a hit in one of these screens.
